# Screening results as filed in PubChem.
# MBD2 inh – blocks human MBD2 binding to methylated DNA | Q9UBB5 | TR-FRET, MBD2 binding to methylated oligonucleotide | inhibition, % at 4.4 µM | actives 0.31% (n = 370,000) | AID 686964; in the data active = inhibition above about 13%
# ADAM17 inh – inhibitors of human ADAM17; P78536; recombinant ADAM17, EDANS/DABCYL FRET peptide cleavage; inhibition, % at 6.95 µM; actives 0.83% (n = 370,000);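 active = inhibition above the mean of compounds lying between control limits plus 3 SD, set per campaign, cut at about 8.5% in these data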;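 also: 0% = DMSO-only wells as the low control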
# PLCb3 inh – PLC-beta3 (human) inhibition, primary screen; Purified PLC-beta3, fluorogenic substrate, fluorescence; actives 0.18% (n = 370,000); inhibition, % at 12.2 µM; AID 720704; in the data active = inhibition above about 11%;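 also: 0% = median of compound wells on plate and 100% = full blocker control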
# PLCg1 inh – inhibitors of human phospholipase C gamma1 | AID 720700 | P19174 | actives 0.84% (n = 370,000) | purified PLC-gamma1, fluorogenic substrate, fluorescence | inhibition, % at 12.2 µM; in the data active = inhibition above about 9.5%
# ASAP1 inh – ASAP1 ArfGAP inhibition. ASAP1-stimulated ARF1 GTP hydrolysis, GDP FP detection. inhibition, % at 16.5 µM. actives 0.19% (n = 360,000). AID 624377; in the data active = inhibition above about 25%;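 also: 0% = vehicle with enzyme and substrate and 100% = no enzyme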
# Target sequence (Q9ULH1 325-724 limits assumed): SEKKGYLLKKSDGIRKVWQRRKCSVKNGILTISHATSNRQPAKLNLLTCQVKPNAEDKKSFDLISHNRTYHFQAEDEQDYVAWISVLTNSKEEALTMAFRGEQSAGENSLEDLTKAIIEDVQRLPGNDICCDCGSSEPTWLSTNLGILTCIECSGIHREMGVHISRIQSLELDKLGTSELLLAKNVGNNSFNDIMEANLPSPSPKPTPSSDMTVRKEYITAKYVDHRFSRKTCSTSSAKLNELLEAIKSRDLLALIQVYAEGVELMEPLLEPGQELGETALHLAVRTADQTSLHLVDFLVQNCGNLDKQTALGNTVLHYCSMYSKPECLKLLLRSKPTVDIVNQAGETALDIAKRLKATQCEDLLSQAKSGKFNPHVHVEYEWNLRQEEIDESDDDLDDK
# UHRF1 MBD2 ctr – UHRF1 methyl-DNA binding inhibition | actives 0.75% (n = 370,000) | UHRF1 binding to methylated oligo, TR-FRET | inhibition, % at 4.4 µM | Q96T88 | AID 687016; in the data active = inhibition above about 21%;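 also: UHRF1 SRA domain binding a hemimethylated CpG hairpin DNA probe; 0% = median of test compound wells and 100% = reference inhibitor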
# ARFGAP1 inh – rat ARFGAP1 inhibition; Q62848; actives 0.26% (n = 360,000); AID 651572; inhibition, % at 16.5 µM; Arfgap1-stimulated ARF1 GTP hydrolysis, GDP FP detection;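 active = inhibition above a per-plate limit, mean inhibition of low control wells plus 3 SD, cut at about 25% in these data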;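 also: 0% = DMSO wells with enzyme and 100% = wells lacking Arfgap1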
# Target sequence (Q62848 1-136 limits assumed): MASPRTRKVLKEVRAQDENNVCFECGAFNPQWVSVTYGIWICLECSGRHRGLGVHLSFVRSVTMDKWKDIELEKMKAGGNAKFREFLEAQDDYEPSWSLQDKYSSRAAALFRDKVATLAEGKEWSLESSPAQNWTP
#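 material = rat Arfgap1 catalytic domain, aa 1-136 | also added = human ARF1(Δ1-17)-GTP substrate | compound dosing = one concentration, 16.5 µM, DMSO 1.26% | times = GTP hydrolysis reaction 2 h at 25 °C | measured by = FP, GDP Alexa 633 tracer displaced from anti-GDP antibody, 620/688 nm | evaluation = percent inhibition of Arfgap1-stimulated GTP hydrolysis | replication = single well per compound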
# KLK7 zymogen act – activates the human kallikrein-7 zymogen | actives 0.9% (n = 370,000) | P49862 | activation, % at 7 µM | purified proKLK7, EDANS-DABCYL substrate fluorescence; 100% is mature enzyme control, 0% vehicle;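 active = activation above the mean of all tested compounds plus 3 SD, computed per campaign excluding outliers beyond control limits, cut at about 13% in these data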
# Tn7 DDE FP – inhibitors of Tn7 peptide binding to human fibrin DD(E); FP displacement of FITC-Tn7 peptide from fibrin DD(E); 0% = median of compound wells per plate; inhibition, % at 8.3 µM; actives 0.13% (n = 370,000);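 active = inhibition above the mean of compounds falling within the control limits plus 3 SD of them, cut at about 14% in these data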;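 also: 0% = plate median of compound wells and 100% = 10 µM Aha-Tn7 peptide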
# Target sequence (P02675 whole entry, looked up): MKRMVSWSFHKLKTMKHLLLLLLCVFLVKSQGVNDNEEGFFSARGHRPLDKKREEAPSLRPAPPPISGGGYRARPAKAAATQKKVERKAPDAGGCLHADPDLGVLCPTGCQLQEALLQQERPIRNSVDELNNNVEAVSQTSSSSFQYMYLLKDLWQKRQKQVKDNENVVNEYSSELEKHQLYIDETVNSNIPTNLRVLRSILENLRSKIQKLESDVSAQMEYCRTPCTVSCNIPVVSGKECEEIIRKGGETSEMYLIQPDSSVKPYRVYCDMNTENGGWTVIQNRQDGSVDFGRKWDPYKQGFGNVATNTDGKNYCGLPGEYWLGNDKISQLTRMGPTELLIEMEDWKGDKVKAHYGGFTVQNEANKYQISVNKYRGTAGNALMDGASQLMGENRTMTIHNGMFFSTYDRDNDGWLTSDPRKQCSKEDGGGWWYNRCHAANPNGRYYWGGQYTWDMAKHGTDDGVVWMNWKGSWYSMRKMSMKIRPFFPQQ
#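 Also added: labelled Tn7 tracer, 0.1 µM; Assay system: human fibrin DD(E) protein; Amount: 2 µM fibrin DD(E); Schedule: 10 min compound pre-incubation, 3 h probe incubation at room temperature; Repeats: one replicate per compound; Read-out basis: percent inhibition; Measured by: fluorescence polarization of the labelled Tn7 tracer.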
# Tn6 DDE FP – disrupts Tn6 cyclic peptide binding to fibrin D-Dimer-E complex; P02675; Fibrin DD(E) TRITC-Tn6 fluorescence polarization displacement; inhibition, % at 8.3 µM; actives 0.21% (n = 370,000);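 active = inhibition above a per-campaign cutoff: mean of compounds within control limits plus 3 SD, cut at about 15% in these data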;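 also: 0% = median of all compound wells on the plate and 100% = blocking peptide control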
# Starred values were filed as active, the others as inactive; i = inactive.
MBD2 inh	ADAM17 inh	PLCb3 inh	PLCg1 inh	ASAP1 inh	UHRF1 MBD2 ctr	ARFGAP1 inh	KLK7 zymogen act	Tn7 DDE FP	Tn6 DDE FP	smiles
0	-2	-9	2	-15	0	0	0.3	2	4	Cc1ccc(-c2nnc(NC(=O)C3=COCCO3)o2)c(C)c1
5	-3	-4	-1	2	2	-7	0.5	4	-5	CC(C)OCC(O)CN (configuration not stated)
2	-1	-11	-10	15	-1	9	-29	5	0	COc1cccc(-c2cc(C(=O)Nc3nc4ccccc4s3)c3ccccc3n2)c1
2	-4	-1	3	6	2	-6	-0.5	-3	-2	Cc1ccc(S(=O)(=O)NNC(=O)c2cccnc2)cc1
2	-12	-2	-5	-3	-2	-1	-3.4	-3	1	Oc1ccc2ccccc2c1C=Nc1cc(C(F)(F)F)ccc1N1CCCC1
2	-4	-11	-2	0	2	-6	0.1	3	0	O=C(CCS(=O)(=O)Cc1ccccc1)Nc1nnc(C(F)(F)F)s1
-6	1	-2	0	-9	-1	-2	-0.4	-4	5	CN(CC(=O)Nc1ccccc1Cl)C(=O)Cn1cnc2ccc(Cl)cc2c1=O
1	-1	-1	1	7	4	6	0.5	-3	3	COc1cc(-c2noc(C)c2C#Cc2nccn2C)cc(OC)c1OC
-1	-2	3	-1	5	0	4	-0.1	2	5	CCCN1C(=O)N(C)C(N(O)C(=O)NC)C1(C)C (configuration not stated)
-5	2	-8	-1	2	-4	-7	2.4	3	-2	Cc1ccc2occ(/C=N/NC(=O)c3ccncc3)c(=O)c2c1
-4	2	-5	1	-8	-1	-6	-0.2	0	-3	O=C(c1nn2cccnc2c1Cl)N1CCN(c2ccccc2)CC1
3	1	1	5	7	4	5	0.0	-1	-5	COC(=O)c1cc(S(=O)(=O)N2CCOCC2)ccc1Sc1ccccc1N
-6	-7	-4	2	-5	3	-8	-0.9	-7	4	C=CCc1cccc2cc(C(=O)OCC(=O)c3ccccc3)c(=O)oc12
-1	-7	-28	-16	2	-1	6	-0.8	6	-2	Cc1sc2c(c1C)C(=O)NC(c1ccccc1F)N2 (configuration not stated)
0	-3	2	2	-11	-1	11	0.0	-3	-4	O=C(NNC(=O)c1sccc1-n1cccc1)c1ccccc1
-7	-28	i	i	3	-7	3	55*	1	8	CCOC(=O)N1CCN(C2=Nc3cccc4cccc2c34)CC1
-17	-19	-42	-24	-4	0	8	-1.8	1	-3	Cc1ccc(C)c(S(=O)(=O)Nc2ccc(O)c3ccccc23)c1
2	-3	-12	-14	-10	-3	7	0.3	5	-13	Cc1ccc(C(=O)C2=C(O)C(=O)N(CCCN(C)C)C23C(=O)N(C)c2ccccc23)o1 (configuration not stated)
-1	-3	-8	1	7	2	8	-0.4	2	8	O=C(NCCCN1CCOCC1)c1ccc(NS(=O)(=O)c2cccc([N+](=O)[O-])c2)cc1
0	4	0	3	-2	1	9	0.3	-6	3	Cc1ccc(NC(=O)CSc2nccn2Cc2ccco2)cc1
-2	-1	1	1	22	1	86*	-0.3	1	-1	O=C(/C=C/c1ccc(Cl)cc1)NC(=S)Nc1ccc(NC(=O)c2ccco2)cc1
1	-3	-24	-20	-4	-2	-6	-0.7	2	6	CC1CCCCN1C(=O)Cn1nnc(-c2cccnc2)n1 (configuration not stated)
-3	1	-6	-6	4	0	-19	0.2	6	-3	CCN(c1ccccc1)S(=O)(=O)c1cccc(C(=O)NCc2ccccn2)c1
-4	11*	-2	-4	15	-5	2	-14	-2	-4	COc1cc2c(cc1NC(=O)COC(=O)[C@@H](NS(=O)(=O)c1ccccc1)C(C)C)oc1ccccc12
-1	-2	4	3	-4	-1	6	0.1	-1	0	CCn1c(SCC(=O)Nc2ccc3c(c2)OCO3)nc2c(c1=O)SC(C)C2 (configuration not stated)
0	-1	2	0	7	1	0	-0.4	-4	-1	COc1ccc(-c2nn[nH]n2)cc1OC
-2	-1	3	2	3	2	10	0.0	-4	-5	COc1cccc(CN(C)C[C@H]2OCc3cnnn3CCCC(=O)N([C@@H](C)CO)C[C@@H]2C)c1
3	1	4	0	-1	-1	16	0.0	0	2	Cc1c(Cl)cnc(NC(=O)COC(=O)c2cccc(S(=O)(=O)N3CCOCC3)c2)c1Cl
4	-1	-4	1	-3	-2	18	-0.2	0	0	CSCC[C@H](NC(=O)Nc1ccccc1C)C(=O)O
2	-1	-5	1	9	0	-7	0.2	5	3	Cc1ccc(S(=O)(=O)CCC(=O)OCC(=O)Nc2cc(S(=O)(=O)N3CCOCC3)ccc2Cl)cc1
6	-5	0	1	5	0	11	-0.5	4	-1	C/C(=N/NC(=O)c1cc(C(C)C)[nH]n1)c1cccs1
-5	-4	6	4	-10	-2	13	-1.0	-8	-2	COc1cc(OC)c(/C=N/NC(N)=S)cc1Br

# As a short view, some entries already given.
MBD2 inh	ADAM17 inh	PLCb3 inh	PLCg1 inh	ASAP1 inh	UHRF1 MBD2 ctr	ARFGAP1 inh	KLK7 zymogen act	Tn7 DDE FP	Tn6 DDE FP	smiles
-2	-1	3	2	3	2	10	0.0	-4	-5	COc1cccc(CN(C)C[C@H]2OCc3cnnn3CCCC(=O)N([C@@H](C)CO)C[C@@H]2C)c1
3	1	4	0	-1	-1	16	0.0	0	2	Cc1c(Cl)cnc(NC(=O)COC(=O)c2cccc(S(=O)(=O)N3CCOCC3)c2)c1Cl
4	-1	-4	1	-3	-2	18	-0.2	0	0	CSCC[C@H](NC(=O)Nc1ccccc1C)C(=O)O
2	-1	-5	1	9	0	-7	0.2	5	3	Cc1ccc(S(=O)(=O)CCC(=O)OCC(=O)Nc2cc(S(=O)(=O)N3CCOCC3)ccc2Cl)cc1
6	-5	0	1	5	0	11	-0.5	4	-1	C/C(=N/NC(=O)c1cc(C(C)C)[nH]n1)c1cccs1
-5	-4	6	4	-10	-2	13	-1.0	-8	-2	COc1cc(OC)c(/C=N/NC(N)=S)cc1Br

# Going on with the list:
MBD2 inh	ADAM17 inh	PLCb3 inh	PLCg1 inh	ASAP1 inh	UHRF1 MBD2 ctr	ARFGAP1 inh	KLK7 zymogen act	Tn7 DDE FP	Tn6 DDE FP	smiles
9	1	4	4	7	5	-2	-0.1	10	-2	CC(C)OC(=O)CC1=NC(=O)CS1
2	-3	-3	-1	6	-1	1	-0.7	-2	-2	CC1(C)c2ssc(=S)c2-c2ccccc2N1C(=O)CSC1=NCCS1
10	-5	-1	0	-2	24*	-20	0.4	11	4	O=C(CN1CCN(c2ccccn2)CC1)NC1CCCC1
2	0	1	3	5	2	1	-0.3	4	5	Cc1cnc(C(=O)Nc2ccc(S(=O)(=O)NCC(C)C)cc2)cn1
-4	5	5	8	26*	4	-1	0.2	-1	7	C/C=C(/C)C(=O)O[C@@H]1[C@H](OC(=O)C=C(C)C)c2c(ccc3ccc(=O)oc23)OC1(C)C
0	7	3	-2	-1	3	-6	-0.2	6	-2	CO/N=C/NC(=O)c1c(OC)ccnc1Oc1ccccc1
-1	-4	-9	-11	8	-1	-3	-1.0	-7	-3	O=C(COc1ncnc2cc([N+](=O)[O-])ccc12)NC(=O)NC1CCCCC1
1	-257	-281	-219	10	0	-21	4.5	4	7	CC1=CC(c2ccccc2)n2nc(NC(=O)CCCC(=O)O)nc2N1 (configuration not stated)
0	2	-2	-6	-1	0	7	1.0	9	-4	COc1cc(C(C)=O)ccc1COc1ccc(C(=O)OCC(=O)NC(C)(C)C)cc1OC
2	-4	2	0	4	-1	-6	0.2	0	-4	O=C(c1cc(-c2ccc(Cl)c(Cl)c2)on1)N1CCN(c2ccccc2)CC1
-7	-1	-2	0	17	-2	11	-0.6	4	3	CCOC(=O)C1=CCN(S(=O)(=O)c2ccc(C)cc2)C1c1cccc(Br)c1 (configuration not stated)
4	-4	-6	-2	4	0	-3	0.0	6	-1	C=CCC1Cc2c(Br)cccc2C(CC=C)N1 (configuration not stated)
-5	-4	-9	-2	7	-4	2	0.1	-3	-7	COc1ccc(OCC(O)CN2CCc3ccccc3C2)cc1 (configuration not stated)
3	-3	-5	-1	9	-1	15	0.1	8	1	CCOC(=O)C1=CCN(S(=O)(=O)c2ccccc2C)C1c1cccc(Br)c1 (configuration not stated)
5	-1	-5	-1	-1	2	-8	-0.5	-3	3	O=C(O)c1ccc(-n2nc(-c3ccccc3)c3ccccc3c2=O)cc1
-1	-2	1	0	1	-1	6	-0.9	-2	-4	CCOC(=O)CCn1c(=O)c2c(nc(Br)n2Cc2ccccc2)n(C)c1=O
4	-3	1	-1	-4	-2	2	-0.2	4	-2	O=C1OC[C@@H]2CCCN2C(=O)[C@@H](CC(=O)N(CCO)Cc2ccccc2)C/C=C\C[C@@H]1Cc1ccc(F)cc1
-4	-4	-3	0	-5	2	3	-0.5	2	-4	Cc1cc(NC(=O)c2cc(CC(C)C)on2)n(-c2ccccc2)n1
4	1	8	5	-4	13	1	-0.2	1	-8	COCCNC(=O)c1ccc2c(=O)n(CCCN3CCCC3=O)c(=S)[nH]c2c1
-4	-4	-6	-5	2	-2	6	0.1	-1	-7	C=C(C)Cn1c(-c2cccc([N+](=O)[O-])c2)n[nH]c1=S
-1	-2	-6	1	-6	2	-2	0.5	-1	-5	Cc1ccc(NC(=O)CN(C)c2ccc(S(=O)(=O)N3CCCC3)cn2)cc1
-2	0	-1	-2	-10	-2	-10	-0.5	-1	4	COc1ccc2cc(C3(C)NC(=O)N(CC(=O)NCc4ccco4)C3=O)ccc2c1 (configuration not stated)
0	-4	-8	0	8	2	-1	0.0	-4	3	COc1ccc(/C=C(/NC(=O)c2ccc(OC)c(OC)c2)C(=O)NCCCn2ccnc2)cc1
0	-3	-34	-21	-1	-2	12	-1.4	-4	-3	CCOC(=O)C1=CCC(c2cccc(Cl)c2)N(S(=O)(=O)c2ccc(C)cc2)C1 (configuration not stated)
1	-6	-6	-2	9	-1	-13	-0.8	7	3	Cc1cccc(OCC(=O)OC(C)C(=O)Nc2ccc(Cl)cn2)c1 (configuration not stated)
4	2	4	0	-3	1	3	-0.2	-2	-7	CCCCN1C(=O)NC(NC(=O)c2ccco2)(C(F)(F)F)C1=O (configuration not stated)
-2	-3	-3	-4	8	-1	4	1.4	-4	12	COC(=O)c1ccc(-n2c(C)cc(/C=N/n3cnnc3)c2C)cc1
0	9.2*	3	0	14	-5	3	0.2	3	3	COc1ccc(N=Nc2nc(-c3ccccc3)c(-c3ccccc3)[nH]2)cc1
0	4	10	6	4	-1	1	0.2	0	9	Cc1ccccc1NC(=O)Cc1nc(CCl)cs1
-13	-16	-28	-20	-1	-8	6	1.8	-3	-6	Cn1c(/N=C/c2c(O)ccc3ccccc23)nc2ccccc21
3	-7	-3	2	0	1	7	0.7	2	-7	Cc1cc(C)c(C(=O)c2ccccc2)c(C)c1
3	-5	-4	4	10	0	5	0.2	-4	3	CC(=O)O/N=C(\N)Cc1ccc(-c2csnn2)cc1
-2	-2	2	-2	-12	-1	7	0.0	0	4	C=CCn1c(=O)c2ccccc2n2c(SCC(N)=O)nnc12
-2	0	0	-1	2	2	16	0.7	1	2	CSc1ccc(Cn2nnc(C(=O)NCc3ccccc3)c2N)cc1
